Screening results as filed in PubChem.
MITF inh = blocks human microphthalmia-associated transcription factor; actives 0.91% (n = 650,000); AlphaScreen MITF homodimerization, bead proximity signal; inhibition, % at 2.6 µM; O75030; in the data active = inhibition above about 50%;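 also: 0% = vehicle wells with protein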
TEAD-YAP block = TEAD-YAP interaction inhibition; HEK-TIYL cells, TEAD-Gal4/YAP UAS-luciferase luminescence; actives 1.4% (n = 640,000); AID 1259422; inhibition, % at 9.12 µM; in the data active = inhibition above about 32%;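 also: 0% = median of test compound wells and 100% = reference inhibitor wells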
GPR151 ag = activates the human receptor GPR151. Q8TDV0. PathHunter beta-arrestin GPR151 cells, luminescence. activation, % at 11.2 µM. actives 1% (n = 650,000); in the data active = activation above about 4.9%;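 also: 0% = median of compound wells and 100% = cells with positive control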
Target sequence (Q8TDV0 whole entry, looked up): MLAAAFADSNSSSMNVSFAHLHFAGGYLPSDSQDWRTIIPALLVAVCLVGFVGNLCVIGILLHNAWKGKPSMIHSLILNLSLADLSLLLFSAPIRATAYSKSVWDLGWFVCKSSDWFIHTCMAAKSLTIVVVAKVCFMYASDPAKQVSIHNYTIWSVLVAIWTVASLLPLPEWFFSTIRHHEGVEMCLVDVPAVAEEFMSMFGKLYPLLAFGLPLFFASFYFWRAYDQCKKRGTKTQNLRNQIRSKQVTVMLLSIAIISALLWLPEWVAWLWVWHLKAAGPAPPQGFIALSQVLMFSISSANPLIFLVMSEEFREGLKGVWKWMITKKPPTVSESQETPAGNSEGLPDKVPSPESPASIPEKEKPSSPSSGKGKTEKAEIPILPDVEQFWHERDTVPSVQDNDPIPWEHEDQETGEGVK
FBW7 activator = activators of human E3 ligase FBW7. AlphaScreen FBW7–phospho-cyclin E peptide binding, activator screen. normalized activity (activation), % at 26.1 µM. actives 0.13% (n = 650,000); in the data active = normalized activity above about 1.9%;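 also: purified mutant Fbw7 with reduced substrate affinity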
Target sequence (Q969H0 whole entry, looked up): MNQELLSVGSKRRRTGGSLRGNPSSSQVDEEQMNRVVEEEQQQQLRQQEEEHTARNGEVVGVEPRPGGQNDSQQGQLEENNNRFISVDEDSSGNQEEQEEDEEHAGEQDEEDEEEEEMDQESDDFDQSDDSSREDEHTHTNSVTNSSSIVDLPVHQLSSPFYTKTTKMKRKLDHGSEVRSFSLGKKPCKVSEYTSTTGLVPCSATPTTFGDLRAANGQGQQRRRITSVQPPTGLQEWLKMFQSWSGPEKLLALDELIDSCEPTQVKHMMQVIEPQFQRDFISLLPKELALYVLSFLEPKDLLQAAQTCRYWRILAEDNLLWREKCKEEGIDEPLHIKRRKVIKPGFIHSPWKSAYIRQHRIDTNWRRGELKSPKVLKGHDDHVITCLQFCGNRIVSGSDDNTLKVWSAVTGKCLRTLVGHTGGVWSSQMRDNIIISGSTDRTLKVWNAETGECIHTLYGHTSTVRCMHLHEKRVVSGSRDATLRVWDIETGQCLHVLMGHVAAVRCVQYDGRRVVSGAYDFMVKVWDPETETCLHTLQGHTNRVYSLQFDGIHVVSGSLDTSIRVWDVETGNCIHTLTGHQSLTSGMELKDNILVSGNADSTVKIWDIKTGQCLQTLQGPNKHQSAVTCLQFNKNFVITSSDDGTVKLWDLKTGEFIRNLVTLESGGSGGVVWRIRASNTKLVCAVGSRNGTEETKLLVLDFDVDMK
Starred values were filed as active, the others as inactive; nt = not tested or not shown.

Under each structure: MITF inh	FBW7 activator	TEAD-YAP block	GPR151 ag
> COc1cccc(CNCCC2CCC(=O)N2CCc2ccc(S(N)(=O)=O)cc2)c1 (stereo not drawn)
  10	0.0	10	-0.5
> COCCNC(=S)N/N=C(\C)c1ccco1
  7	-0.1	-2	1.1
> Cc1cnc(CNC(=O)CC2C(=O)NCCN2CCCc2ccccc2)cn1 (stereo not drawn)
  13	-0.1	-3	1.4
> COC(=O)c1ccc(N2C(=O)C3C4C=CC(C5CC45)C3C2=O)cc1 (stereo not drawn)
  -12	0.1	-17	-1.0
> CCC(C)NC(=O)CN1C(=O)C(c2ccccc2)Oc2cccnc21 (stereo not drawn)
  -13	-0.2	4	0.8
> Cn1c(=O)c2c(nc(Cl)n2CC(=O)NCC23CC4CC(CC(C4)C2)C3)n(C)c1=O
  9	0.0	2	-1.0
> N#Cc1ccc(/C=C(\C(=O)O)c2ccc(S(=O)(=O)N3CCCCC3)s2)cc1
  2	-0.1	-1	-0.8
> CC(=O)c1c(C)[nH]c(C(=O)OCC(=O)c2c(N)n(CC(C)C)c(=O)n(C)c2=O)c1C
  2	0.0	-1	2.7
> CCOC(=O)N1CCN(C(C)CCc2ccccc2)CC1 (stereo not drawn)
  10	0.7	6	-1.2
> COc1cc(C2NC(=O)N(C)C(C)=C2C(=O)OCC(C)C)cc(Br)c1O (stereo not drawn)
  5	0.2	14	0.5
> CC(NC(=O)C(=O)Nc1cccc(Cl)c1Cl)c1ccccc1 (stereo not drawn)
  2	-0.2	2	-0.6
> COC(=O)C1=C(N)Oc2cc(C)oc(=O)c2C1c1ccccc1OC (stereo not drawn)
  -5	0.0	-2	-1.8
> Cc1cccn2c(=O)c3cc(C#N)c(=O)n(-c4ccc(F)cc4)c3nc12
  5	-0.1	1	1.4
> Cc1ccc(C(=O)Nc2ccc3c(c2)OCO3)cc1S(=O)(=O)N1CCCCCC1
  -1	-0.2	-14	0.0
> O=C(NC1CCC(NC(=O)c2cnccn2)CC1)c1cnccn1 (stereo not drawn)
  -6	-0.1	-2	-0.6

More structures:
Under each structure: MITF inh	FBW7 activator	TEAD-YAP block	GPR151 ag
> O=C(O)/C=C/c1ccc(C(F)(F)F)cc1
  10	0.1	-1	0.4
> CC1CCCC(C)N1C(=O)Cn1c(=O)sc2ccccc21 (stereo not drawn)
  1	0.0	0	0.2
> CCN1C(=O)Cc2cc(NC(=O)c3cccc(Br)c3)ccc21
  3	-0.1	-24	2.3
> Cc1ccc(Cn2nc(C)c(NC(=O)c3cc(C)no3)c2C)cc1
  8	-0.3	5	1.9
> O=C(NCc1cccs1)c1cc(Br)cs1
  13	0.1	0	-0.6
> COc1cc(OC)c(N(C)C(=O)Cc2c(C(=O)O)n(C)c3ccccc23)cc1Cl
  -12	-0.1	-13	0.2
> Cc1cc(OCC(=O)N/N=C/c2ccco2)ccc1Cl
  -2	-0.1	2	0.7
> CC1CCCCN1CCCNC(=O)C1CCN(c2nnc(N3CCCC3=O)s2)CC1 (stereo not drawn)
  14	0.1	-5	-1.5
> COc1cccc(-c2noc(C3CCCN(C(=O)c4ccc(OC)cc4OC)C3)n2)c1 (stereo not drawn)
  0	0.2	-12	0.2
> CC(=O)N1CCc2cc(S(=O)(=O)Nc3ccc(Br)cc3)ccc21
  10	0.0	18	-0.7
> O=C1Nc2c(Cl)cc(Cl)cc2C1(O)c1c(-c2ccccc2)nc2sccn12 (stereo not drawn)
  7	0.2	-11	1.0
> COc1ccc(N2CCN(Cc3c(F)cc(F)cc3F)C2=O)cc1
  0	-0.1	-39	-0.3
> NC1=NS(=O)(=O)c2cc(S(N)(=O)=O)c(Cl)cc2O1
  4	-0.1	2	0.2
> CC1=C(C(=O)OCCC#N)C(c2cccc([N+](=O)[O-])c2)NC(=O)N1 (stereo not drawn)
  -10	0.0	6	0.8
> Cn1c(=O)[nH]c(N2CCc3ccccc3C2)c(Cc2ccc(C#N)cc2)c1=O
  0	-0.3	-7	-0.9

Further compounds
Under each structure: MITF inh	FBW7 activator	TEAD-YAP block	GPR151 ag
> O=C(CNS(=O)(=O)c1ccc([N+](=O)[O-])cc1)N/N=C\c1ccc(O)cc1
  -10	-0.1	-8	-0.5
> O=S(=O)(c1ccc2c(c1)OCCO2)N1CCOC(c2ccccc2)C1 (stereo not drawn)
  -13	-0.3	-8	-1.5
> Cc1ccc(-c2nc(C#N)c(NCc3ccc(Cl)cc3)o2)cc1
  5	0.1	-30	-0.4
> CC(=O)NCC(=O)N(C)C(C(=O)Nc1ccc2c(c1)OCCO2)c1ccccc1 (stereo not drawn)
  -2	0.4	-13	0.1
> CN1C2=C(C(=O)CC(C)(C)C2)C(c2cccs2)C2=C1CC(C)(C)CC2=O
  3	-0.1	1	0.5
> O=C(CSc1nnnn1-c1ccccc1F)N1c2ccccc2Sc2ccc(Cl)cc21
  1	0.0	-12	0.1
> NCCCC[C@@H]1NC(=O)[C@@H]2C[C@H](NC(=O)Nc3ccc(C(F)(F)F)cc3)CN2C1=O
  -13	0.0	-7	-0.9
> COc1ccc(OC)c(-n2c(N)c(C(=O)Nc3ccccc3C)sc2=S)c1
  -1	-0.1	-1	-0.3
> CCOc1ccc2[nH]c(=O)c(CN(Cc3ccccc3)C(C)=O)cc2c1
  22	0.1	12	-1.9
> COc1ccc2[nH]c3c(=O)n(CC(=O)NC4CCCCC4)c(=S)[nH]c3c2c1
  8	0.2	0	-0.2
> O=C(Nc1ccc(Cl)cc1)C(=S)NC1CCCCC1
  6	-0.2	-61	2.3
> CCCC1CCC(c2nc(-c3cccc(C(F)(F)F)c3)no2)CC1 (stereo not drawn)
  17	0.2	4	-0.1
> O=C(NCCCN1CCOCC1)c1cccc(C(F)(F)F)c1
  -19	0.3	12	0.9
> CN(C)C1(CNC(=O)Nc2ccccc2)CCCCC1
  5	0.1	1	1.0
> CC(=O)C1=C(O)C(=O)N(CCN)C1c1ccccc1 (stereo not drawn)
  5	0.1	0	1.1

Remaining list, next part
Under each structure: MITF inh	FBW7 activator	TEAD-YAP block	GPR151 ag
> N=c1c(C(=O)NCc2ccco2)cc2c(=O)n3ccccc3nc2n1CCO
  8	-0.1	1	-2.5
> O=C(COc1ccccc1[N+](=O)[O-])N/N=C/c1ccccc1Cl
  -24	0.1	-35	22*
> Cc1ccc(-c2csc3ncnc(-n4ncc(C#N)c4N)c23)cc1C
  2	-0.2	3	1.6
> Cc1ccc(NC(=O)CC(C(=O)O)N2CCNCC2)c(C)c1 (stereo not drawn)
  7	0.6	-2	0.7
> Cc1cc(NS(=O)(=O)c2ccc(Cl)cc2)nn1CC(=O)NCc1ccco1
  -1	-0.3	-8	1.0
> O=C(Cn1cccc1C(=O)c1ccccc1)NCc1cccnc1
  -2	-0.2	6	2.3
> Cc1c(NC(=O)Cc2ccccc2)cccc1C(=O)NN1C(=O)c2ccccc2C1=O
  -17	0.1	-4	3.2
> CCOC(=O)C(C(C)C)N(CCOc1ccccc1)S(=O)(=O)c1ccc(Br)cc1 (stereo not drawn)
  8	0.1	-5	-0.7
> COc1ccc(C2(C(=O)NCc3ccccc3Cl)CCCC2)cc1OC
  7	0.0	-18	0.7
> COc1ccc(-c2csc(=Nc3ccc(F)cc3)n2CCc2ccc(OC)c(OC)c2)cc1F
  9	-0.1	2	-0.7
> O=C(Nc1ccccc1Cl)C(c1ccccc1)C(c1ccccc1)c1ccccc1 (stereo not drawn)
  -4	0.0	11	-0.3
> c1ccc(-c2nnc(SCC3COc4ccccc4O3)nc2-c2ccccc2)cc1 (stereo not drawn)
  9	0.2	12	-0.3
> CNC(=O)C(=O)Nc1c(F)cc(F)cc1Br
  1	-0.1	-1	0.9
> O=C(Nc1cccc2ccccc12)c1c(F)cccc1F
  -6	-0.2	-10	-1.5
> COc1cccc(CC2=NOC(C(=O)NCc3cnn(-c4ccc(F)cc4)c3)C2)c1 (stereo not drawn)
  5	-0.1	-41	-0.2

The last five compounds of the part above are carried over, then new ones follow.
Under each structure: MITF inh	FBW7 activator	TEAD-YAP block	GPR151 ag
> O=C(Nc1ccccc1Cl)C(c1ccccc1)C(c1ccccc1)c1ccccc1 (stereo not drawn)
  -4	0.0	11	-0.3
> c1ccc(-c2nnc(SCC3COc4ccccc4O3)nc2-c2ccccc2)cc1 (stereo not drawn)
  9	0.2	12	-0.3
> CNC(=O)C(=O)Nc1c(F)cc(F)cc1Br
  1	-0.1	-1	0.9
> O=C(Nc1cccc2ccccc12)c1c(F)cccc1F
  -6	-0.2	-10	-1.5
> COc1cccc(CC2=NOC(C(=O)NCc3cnn(-c4ccc(F)cc4)c3)C2)c1 (stereo not drawn)
  5	-0.1	-41	-0.2
> CC(=O)N1CCc2cc(NC(=O)CN3CCC(C)CC3)ccc21
  4	0.0	-11	-1.1
> OCCNCCCCOc1cccc(Cl)c1
  15	0.2	11	-0.1
> Cc1cccc(-n2ncc3c(N4CCC5(CC4)OCCO5)ncnc32)c1
  0	0.0	-18	-1.3
> Clc1ccc(C2CSc3c4ncnc-4ncn32)cc1 (stereo not drawn)
  11	-0.1	3	-1.8
> CCc1ccc2oc(-c3ccc(C)c(NC(=O)COc4ccc(OC)cc4)c3)nc2c1
  -5	-0.2	8	-1.0
> COc1ccc2nc(NC(=O)CS(=O)(=O)Cc3ccccc3)sc2c1
  0	-0.1	8	0.3
> CCOC(=O)N1CCC(N2CCC(C3(Cc4ccccc4)NC(=O)NC3=O)CC2)CC1 (stereo not drawn)
  -3	0.2	4	0.9
> CN1CCN(S(=O)(=O)c2ccc(Oc3ccc(CO)cc3)nc2)CC1
  -10	-0.2	1	-0.1
> NC(=O)CSc1nnc(COc2ccccc2)n1Cc1ccco1
  -8	-0.1	-6	-1.7
> CSCCC(NC(=O)c1cccc([N+](=O)[O-])c1)C(=O)O (stereo not drawn)
  -26	0.2	6	1.4
> N#C/C(=C/c1c[nH]c2ccccc12)c1ccc(C#N)cc1
  5	-0.3	-4	0.9
> CSC1=NC(C)(C)Cc2cc3c(cc21)OCCO3
  -4	-0.2	0	1.1
> CCC(C)NC(=O)c1ccc(N2CC3CC(C2)c2cccc(=O)n2C3)c(NC(=O)c2ccc(F)cc2)c1 (stereo not drawn)
  -5	0.0	-1	2.1
> Cc1ccc2c(c1)C(O)(CC(=O)c1ccc(F)cc1)C(=O)N2 (stereo not drawn)
  -2	0.0	1	1.7
> CCOC(=O)NNC(=O)c1ccncc1
  -9	-0.1	-10	-2.0

Arranged by SMILES length (rising): some entries from above.
Under each structure: MITF inh	FBW7 activator	TEAD-YAP block	GPR151 ag
> CSC1=NC(C)(C)Cc2cc3c(cc21)OCCO3
  -4	-0.2	0	1.1
> N#C/C(=C/c1c[nH]c2ccccc12)c1ccc(C#N)cc1
  5	-0.3	-4	0.9
> CCOC(=O)N1CCC(N2CCC(C3(Cc4ccccc4)NC(=O)NC3=O)CC2)CC1 (stereo not drawn)
  -3	0.2	4	0.9

New compounds follow:
Under each structure: MITF inh	FBW7 activator	TEAD-YAP block	GPR151 ag
> O=S(=O)(NC1CCCC1)c1cccc(S(=O)(=O)c2ccc(Cl)cc2)c1
  -6	0.0	-7	0.8
> CCc1nnc2sc(-c3ccc([N+](=O)[O-])cc3)nn12
  -2	-0.2	-10	1.0
> O=Cc1ccc2c(c1)CCN2Cc1ccccc1
  14	0.1	9	0.6
> O=C(O)CCC(CNS(=O)(=O)c1ccccc1)C(F)(F)F (stereo not drawn)
  7	0.2	6	-0.8
> COC(=O)c1cc(NS(=O)(=O)c2ccccc2)cc(C(=O)OC)c1
  2	0.0	-2	-0.3
> Cc1cccc(C(=O)Oc2c(Br)cc(Br)c3cccnc23)c1
  1	-0.6	2	0.8
> CCOc1ccc(C(=O)NNC(=O)c2ccccc2)cc1Cl
  8	0.1	2	-0.1
> COc1cc2c(cc1OC)CN(C(=O)c1coc(NC(=O)c3ccccc3)n1)CC2
  4	0.5	2	1.3
> CC1(C)NC(=O)N(CCCCOc2ccc(Cl)cc2)C1=O
  -2	-0.1	-9	-0.2
> CC(C)=CCC/C(C)=C/CC/C(C)=C/CSc1ccccc1C(N)=O
  7	nt	nt	0.9
> COc1ccc(CCNS(=O)(=O)c2ccc3c(c2)CCN3C(=O)C2CCC2)cc1OC
  5	-0.1	3	1.3
> C/C(CC(=O)Nc1ccc2c(c1)OCCO2)=N\NC(=O)c1ccc(O)cc1O
  7	-0.1	18	0.4
> COC(=O)CSc1nc2cc(OC)c(OC)cc2cc1C
  -1	0.0	4	-0.7
> COc1cccc(OC)c1C(=O)N=c1sc2cccc(F)c2n1C
  -10	-0.2	-2	1.5
> Cc1ccc(NC(=O)CCC2COc3ccccc3O2)cc1C (stereo not drawn)
  2	-0.1	-6	-0.9

Further entries follow:
Under each structure: MITF inh	FBW7 activator	TEAD-YAP block	GPR151 ag
> CC(C)CCNC(=O)c1cc2c(s1)CSC2
  11	0.6	-44	0.0
> O=C1CCCN1CCCNc1nc(N2CCN(Cc3ccc4c(c3)OCO4)CC2)nc2c1ncn2CCN1CCCC1=O
  -4	0.1	6	-1.1
> COc1ccc(/C=C2/SC(=S)NC2=O)cc1Br
  1	-0.2	3	-0.2
> CC#CC(=O)N1CC(=O)N(c2ccc(OC)cc2)C(C)(C)C1
  8	0.1	-1	0.6

Record cards, from the list above. Order of screens: MITF inh | FBW7 activator | TEAD-YAP block | GPR151 ag
O=C1Nc2c(Cl)cc(Cl)cc2C1(O)c1c(-c2ccccc2)nc2sccn12 (stereo not drawn) is entered as 7 | 0.2 | -11 | 1.0
CC(C)CCNC(=O)c1cc2c(s1)CSC2 is entered as 11 | 0.6 | -44 | 0.0
O=C1CCCN1CCCNc1nc(N2CCN(Cc3ccc4c(c3)OCO4)CC2)nc2c1ncn2CCN1CCCC1=O is entered as -4 | 0.1 | 6 | -1.1
N#Cc1ccc(/C=C(\C(=O)O)c2ccc(S(=O)(=O)N3CCCCC3)s2)cc1 is entered as 2 | -0.1 | -1 | -0.8

Hits appear at their usual frequency; 3.5% or so of the library scored in one or more.
